From PubChem
HEK293 tox – qHTS of GLP-1 Receptor Inverse Agonists: Cytotox Screen. HEK293 cAMP-luciferase reporter cells, luminescence, 24 h. Potency, µM (doses to about 38.3 µM), without a hit: top-dose activity change, negative = inhibition, usual class: inhibitors. actives 0.13% (n = 410,000);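 also: loss of luciferase light is scored as toxicity; potency is read from the fitted curve at half-maximal effect; % is scaled to controls: 0 for no effect and ±100 for the full control effect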
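Seeding density was 200 cells/uL; after overnight-length (12 h) culture, 23 nL compounds went on for 24 h at 37 °C. Readout used a luciferase detection reagent, luminescence taken after 12 min at room temperature.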
aSyn rescue – qHTS of alpha-syn Inhibitors | Yeast expressing alpha-synuclein, growth rescue, BacTiter-Glo, 24 h | Potency, µM (top dose mostly 46.1 µM), for inactives: top-dose growth rescue (activation), most hits filed as activators | actives 0.14% (n = 370,000) | AID 652106, 2013; also: potency is read from the fitted curve at half-maximal effect; % of control where 0% means no effect; nearly all actives have a fitted effect of over 65% in size
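Galactose-induced alpha-syn yeast (OD600=0.02, raffinose-pregrown) + pinned cpd, 24 hr, 30 deg C; growth by BacTiter-Glo luminescence. Growth restoration scores as activation.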
FUS suppressor – qHTS for Suppressors of FUS Proteinopathy: Primary screen using FUS-linked yeast assay | S. cerevisiae FUS-expressing, growth rescue, OD600, 24 h | Potency, µM (doses to about 76.6 µM), for the others: at the highest dose growth rescue (activation), usual class: activators | actives 0.24% (n = 390,000) | AID 1347120, 2019;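 also: potency is read from the fitted curve at half-maximal effect; plate controls were DMSO vehicle for no effect and reference control for full effect; nearly all actives have a fitted effect of over 55% in size; some results filed as inactive show a strong effect at the top dose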
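Steps: raffinose overnight preculture; dilution to OD 0.005 in 2% galactose minimal medium; compound addition (concentration series); 24hr at 30C, 99% humidity; absorbance read at 600 nm.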
GLP1R inv ag – qHTS of GLP-1 Receptor Inverse Agonists (Inhibition Mode) | Glucagon-like peptide 1 receptor (Homo sapiens), P43220 | HEK293 GLP-1R CRE-luciferase, luminescence, 24 h; GLP-1R form is constitutively active | Potency, µM (titrated, usually from 38.3 µM), inactives show at the top dose activity change, negative = inhibition, hits mostly inhibitors | actives 1.6% (n = 410,000) | AID 624417, 2012; also: potency is read from the fitted curve at half-maximal effect; % is scaled to controls: 0 for no effect and ±100 for the full control effect; nearly all actives have a fitted effect of over 55% in size
Target sequence (P43220 whole entry, looked up): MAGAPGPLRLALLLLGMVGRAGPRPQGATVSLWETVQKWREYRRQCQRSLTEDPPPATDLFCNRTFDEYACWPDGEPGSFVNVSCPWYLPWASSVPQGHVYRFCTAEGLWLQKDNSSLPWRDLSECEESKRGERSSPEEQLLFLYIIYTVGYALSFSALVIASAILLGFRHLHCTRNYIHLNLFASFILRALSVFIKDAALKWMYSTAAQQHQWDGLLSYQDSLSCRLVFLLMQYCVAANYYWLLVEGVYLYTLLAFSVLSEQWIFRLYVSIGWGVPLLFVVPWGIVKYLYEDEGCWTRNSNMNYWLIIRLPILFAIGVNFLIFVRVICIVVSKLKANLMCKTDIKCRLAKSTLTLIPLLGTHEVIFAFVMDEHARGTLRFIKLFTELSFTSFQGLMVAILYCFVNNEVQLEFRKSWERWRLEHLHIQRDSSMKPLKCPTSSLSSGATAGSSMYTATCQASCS
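Using stably transfected HEK293 (constitutively active GLP-1R, cAMP-luciferase reporter), compounds were incubated 24 hr and luciferase measured by luminescence.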
MmCpn inh – Inhibitors of TCP-1 ring complex (TRiC) of Methanococcus maripaludis (MmCpn): qHTS. Chaperonin Mm-Cpn (Methanococcus maripaludis). purified Mm-Cpn ATPase, ADP Transcreener TR-FRET. Potency, µM (top dose mostly 76.9 µM), for inactives: at the top dose activity, negative = inhibition, usual class: inhibitors. actives 0.031% (n = 330,000). AID 504842, 2011; also: potency is read from the fitted curve at half-maximal effect; % is scaled to controls: 0 for no effect and ±100 for the full control effect; nearly all actives have a fitted effect of over 80% in size
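Measured: ADP formation by purified Mm-CPN. Conditions: 25 nM protein, 10 uM ATP, Tris pH 7.4 with Mg2+, K+ and DTT, 37°C for 30 min. Detection: Transcreener HTRF after 30 min at room temperature.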
PTHR1 agonist – qHTS for PTHR1 Agonists: Primary Screen; Parathyroid hormone/parathyroid hormone-related peptide receptor (Homo sapiens), Q03431; HEK293 GP2 PTHR1 cells, GloSensor cAMP luminescence, 1 h; Potency, µM (titrated, usually from 115 µM), for the others: at the top dose activation, usual class: activators; actives 0.075% (n = 410,000); also: potency is read from the fitted curve at half-maximal effect; nearly all actives have a fitted effect of over 55% in size; some results filed as inactive show a strong effect at the top dose; inactives centre near -15; many of its hits are not listed in these tables
Target sequence (Q03431 whole entry, looked up): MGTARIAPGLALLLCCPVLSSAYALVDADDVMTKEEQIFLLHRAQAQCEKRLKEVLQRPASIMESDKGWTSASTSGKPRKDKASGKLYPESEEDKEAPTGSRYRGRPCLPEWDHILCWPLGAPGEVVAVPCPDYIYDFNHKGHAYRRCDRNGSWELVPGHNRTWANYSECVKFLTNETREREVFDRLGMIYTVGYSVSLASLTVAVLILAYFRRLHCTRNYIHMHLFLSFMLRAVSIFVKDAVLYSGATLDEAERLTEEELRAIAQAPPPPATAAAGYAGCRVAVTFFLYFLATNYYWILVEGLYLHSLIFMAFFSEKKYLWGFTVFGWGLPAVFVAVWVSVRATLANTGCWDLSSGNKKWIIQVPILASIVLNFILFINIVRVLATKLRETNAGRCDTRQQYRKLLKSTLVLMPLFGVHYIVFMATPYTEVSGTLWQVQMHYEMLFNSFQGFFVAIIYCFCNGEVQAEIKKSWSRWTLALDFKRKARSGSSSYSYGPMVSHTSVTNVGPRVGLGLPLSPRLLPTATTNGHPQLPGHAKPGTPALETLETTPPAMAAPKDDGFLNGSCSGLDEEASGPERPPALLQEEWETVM
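HEK-293-derived GP2 cells expressing PTHR1 and a GloSensor cAMP reporter, 3,000/well, plated overnight, given luciferin plus IBMX (each 0.5 mM as added) for 1 h at 37 °C, then compound for 1 h at 37 °C. Luminescence was read after 15 min at room temperature.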
Abeta rescue – qHTS for compounds that reverse cellular toxicity of Amyloid beta (A-beta) peptide in yeast: Primary Screen. actives 0.063% (n = 410,000). yeast expressing A-beta42, growth rescue, OD600, 48 h; response scale: 0% DMSO, 100% iron-clioquinol control. AID 1347071, 2019. Potency, µM (top dose mostly 46.1 µM), for inactives: at the top dose growth rescue, usual class: activators; also: potency is read from the fitted curve at half-maximal effect; nearly all actives have a fitted effect of over 55% in size
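Yeast growth medium received pinned compounds, then yeast cells expressing toxic A-beta were added; plates incubated at 30 C for 48 hr. Growth read as absorbance at 600 nm, normalized to DMSO and equimolar FeCl3 plus clioquinol controls.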
TDP-43 yeast inh – qHTS of TDP-43 Inhibitors | TDP-43 expressing yeast growth rescue, BacTiter-Glo, 24 h | actives 1.8% (n = 410,000) | Potency, µM (top dose mostly 46.1 µM), without a hit: at the highest dose growth rescue (activation), usual class: activators; also: potency is read from the fitted curve at half-maximal effect; % of control where 0% means no effect; nearly all actives have a fitted effect of over 50% in size
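Growth rescue of TDP-43-toxic yeast measured as ATP luminescence (BacTiter-Glo). Cells grown to mid-log in raffinose, induced in galactose at OD600=0.02, exposed to compound 24 hr at 30 deg C.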
Akt phos inh – HTS Assay for Inhibitors of Akt Phophorylation: Primary Screen | Neuro2A IGF-stimulated pAkt S473 HTRF, 20 min; active compounds read low | activity change, % for hits at 50 µM | actives 0.32% (n = 360,000) | AID 651550, 2012; in the data active = activity change below about -80%; inconclusive = mostly about -51% to -80%; also: % is scaled to controls: 0 for no effect and ±100 for the full control effect
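Neuro2A cells (4,500/well, DMEM with 0.5% FBS) were treated with compound at a single 50 µM final concentration, stimulated with 6 nM IGF for 20 min at 37 °C, and lysed. Phospho-Akt Ser473 was read by HTRF as 665/615 ratio ×10^4.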
The depositor's hits bear a star; i = inactive; ? = inconclusive; / = not tested or not shown; & = joins results of further samples; [ ] = remark or other dose. Unless noted, calls follow the shape of the dose curve; as a rule, active = well fitted curve in the direction sought with a large enough effect; inconclusive = small, poorly fitted or top-dose-only effect, or another doubt; inactive = no such curve, though single readings can be large; an effect the other way counts as inactive or inconclusive. These rows are one share of the data; count on the stated rates, not on these rows.

SMILES | HEK293 tox | aSyn rescue | FUS suppressor | GLP1R inv ag | MmCpn inh | PTHR1 agonist | Abeta rescue | TDP-43 yeast inh | Akt phos inh
Cc1c(CC(=O)N2C[C@H]3C[C@@H](C2)c2cccc(=O)n2C3)c(=O)oc2cc(O)c(Cl)cc12 | 270.1%[activator] | -7.3% | -11.7% | 1.6% | -5.1% | i | 12.3% | 20.5% | i
COC(=O)C1=C(c2ccc3ccccc3c2)C[C@@H]2CC[C@H]1N2C(=O)NCCNC(C)=O | -11.8% | -1.4% | 4.0% | 1.3% | 1.3% | i | -3.1% | 10.8% | i
O=C(Nc1ccn(CCCNCC(c2ccccc2)c2ccccc2)c(=O)n1)OCc1ccccc1 | ? | 9.0% | 27.6% | ? | / | -8.3% | 5.4% | 19.7% | i
O=C1CC(=O)N(c2ccccc2F)C(=O)N1 | -4.7% | -4.0% | -17.6% | -0.9% | -0.6% | i | -6.6% | 13.9% | i
COc1cc2c(cc1O)C[C@H]1NCCc3cc4c(c-2c31)OCO4 | ? | -7.4% | 32.6% | ? | -1.9% | -8.2% | 0.0% | -4.9% | i
O=c1[nH]c(=S)[nH]c(O)c1N=Nc1cc(S(=O)(=O)Nc2ccc(Cl)cc2)ccc1Cl | -27.4% | -6.7% | 9.4% | ? | -0.8% | -5.4% | -6.2% | 8.0% | i
Cc1ccc(-n2c(/C=C/c3ccccc3)nc3ccccc3c2=O)cc1C | -8.4% | / | 10.7% | ? | / | -82.3%[inhibitor] | 11.6% | 23.4% | /
O=c1[nH]c(=O)n(Cc2ccccc2Cl)c(O)c1C=Nc1ccc(F)cc1 | -7.8% | 0.1% | -8.0% | 14.1% | -0.9% | i | -7.4% | 6.1% | i
Cc1nc(-c2nc(-c3c(C(=O)NNC(=O)c4ccc(Cl)cc4)noc3C)cs2)cs1 | 4.4% | ? | 31.9% | -24.2% | 0.4% | i | 3.9% | ? | i
S=C(NCCc1ccccc1)N1Cc2cc(-c3ccccc3)ccc2-n2nncc2C1 | -8.1% | 13.6% | ? | ? | / | -18.6% | 2.5% | ? | i
CCOC(=O)CNC(=O)CNC(=O)C(Cc1ccc(N(CCCl)CCCl)cc1)NC(C)=O (stereo unspecified) | -22.0% | 0.4% | -41.1% | -28.9% | -0.1% | -11.2% | -9.2% | 21.7% | i
CCC(C)n1c(O)c(C(c2ccccn2)c2c(O)n(C(C)CC)c(=S)[nH]c2=O)c(=O)[nH]c1=S (stereo unspecified) | -15.0% | 2.2% | ? | -2.9% | 1.8% | -0.4% | -5.2% | ? | i
CC(=O)C1(c2ccccc2)CCNCC1 | -4.7% | -10.9% | -2.1% | 0.0% | -1.0% | i | 14.2% | -10.4% | i
CN1CCN(CCCN2c3ccccc3Sc3ccc(C(F)(F)F)cc32)CC1 | ? | -12.6%&-3.2%&-7.9%&-16.2% | 6.7% | 8.91µM* | -1.7%[15.4 µM] | -10.9%&2.9%&-3.3% | -24.0%&-6.1%&-4.9% | -47.0%&-17.1%&3.0%[inhibitor] | i
O=S1(=O)NCC2(CC2)CN1Cc1ccccc1 | 1.6% | 12.6% | -13.1% | 24.3% | / | i | -1.9% | 9.5% | i
CC1N(O)C2CCCCCC2N1O (stereo unspecified) | -20.5% | 3.8% | -21.4% | -6.9% | 2.7% | i | 4.9% | -0.2% | i
CCN(CC)P(=O)(Oc1ccccc1)Oc1ccccc1 | 10.6% | 16.1% | 12.7% | ? | 1.0% | -26.5% | 8.2% | 7.5% | i
C[C@H]1CCC/C=C/[C@@H]2C[C@H](O)C[C@H]2[C@H](O)/C=C/C(=O)O1 | ? | 2.7%&2.5% | -27.6%&-20.2% | -82.5%&-84.1% | -2.7%&-0.3% | -3.8% | -41.7%&-39.9%[inhibitor] | 16.8%&16.6% | i
O=c1[nH]c(=S)n(-c2ccc(Cl)cc2)c(O)c1C=Nc1ccc(N2CCOCC2)cc1 | 5.3% | -0.5% | 18.8% | 9.2% | -2.5% | -33.2%[inhibitor] | -3.0% | 14.4% | i
CCOc1cccc(-c2nn(-c3ccccc3)cc2/C=C(/C#N)C(=O)NCCCn2ccnc2)c1 | ? | -5.9% | 42.1% | ? | 1.7% | i | -15.1% | -15.1% | i
OCC1OC(O)CC(O)C1O (stereo unspecified) | 1.3% | -1.0% | -4.6% | -1.9% | / | i | -10.7% | 22.5% | i
C[C@H](NC(=O)N1C[C@H]2C[C@@H](C1)c1cccc(=O)n1C2)C(=O)Nc1ccc(F)c(F)c1 | 5.8% | -5.7% | -17.4% | 11.7% | 0.8% | -23.4% | -12.6% | -13.6% | i
CCOC(=O)/C(=N\Nc1ccc(Cl)cc1)c1csc(Nc2ccccc2)n1 | ? | 9.4% | 30.2% | ? | 2.5% | -22.1% | 15.2% | 14.4% | i
CN1CCN(c2cc(N3CCNCC3)ccc2[N+](=O)[O-])CC1 | ? | 5.5% | / | ? | 0.1% | i | 0.0% | 6.2% | i
CC(C)(C)c1cc([N+](=O)[O-])cc(C(C)(C)C)c1O | -19.1% | -35.1%[inhibitor] | -15.2% | ? | 0.2% | 0.0% | -51.4%[inhibitor] | 5.6% | i
CCCCCn1c(=O)c(C(=O)Nc2cnccn2)c(O)c2ccccc21 | -3.1% | 6.5% | 3.3% | -1.4% | 1.2% | -31.6%[inhibitor] | 4.7% | -54.0%[inhibitor] | i
COC(=O)c1ccc(N2CCN(C)CC2)c([N+](=O)[O-])c1 | 16.1%[7.66 µM] | 2.4% | -16.6% | 8.3%[7.66 µM] | 1.4% | -16.0% | -9.1% | -9.7%[9.22 µM] | i
COc1ccc(/C=C2\C(=O)NC(=O)N(Cc3ccccc3)C2=O)c(OC)c1OC | -0.7% | 2.1% | -15.8% | -5.0% | 1.4% | -7.9% | -9.0% | 20.6% | i
CCC(c1nnnn1-c1ccc2c(c1)OCCO2)N1CCC2(CC1)C(=O)NCN2c1ccccc1 (stereo unspecified) | 2.0% | 1.3% | 13.4% | -6.7% | / | -15.7% | -2.1% | 11.9% | i
CN1C[C@H](CO)C=C2c3cccc4[nH]cc(c34)C[C@H]21 | 7.7% | -0.8% | 43.1% | -2.4% | / | -31.7%[inhibitor] | -5.1% | -3.9% | i
O=C1CC[C@@]2(O)[C@H]3Cc4ccc(O)c5c4[C@@]2(CCN3CC2CC2)[C@H]1O5 | -0.6% | 0.1% | -34.7% | 1.1% | -10.7% | i | -24.8% | 28.7% | i
CCCC/C(=N\O)c1c[nH]c2ccccc12 | 16.0% | -17.5% | -12.7% | 1.3% | 0.8% | i | -6.3% | 11.4% | i
Cc1cc(C)nc(Sc2nc(Nc3ccccc3)nc(Sc3nc(C)cc(C)n3)n2)n1 | ? | -0.2% | / | 11.1% | -0.7% | i | -10.6% | -2.4% | i
CCc1ccc(OCC(=O)N2CCN(Cc3ccc4c(c3)OCO4)CC2)cc1 | 20.2%[7.66 µM] | 0.5% | 16.1% | ? | -0.6% | -29.2% | 2.2% | -26.6% | i
COC(=O)C1=C(c2cc3ccccc3o2)C[C@@H]2CC[C@H]1N2C(=O)N1CCC(O)CC1 | -19.6% | 6.1% | 17.1% | 3.6% | / | -7.2% | -4.5% | -3.6% | i
CC(=O)OC1C2CCCC1C(N1CCCC1)CC2 (stereo unspecified) | -8.3%&-4.1% | -1.3%&5.0% | -58.5%&-15.4% | 2.8%&-6.7% | 0.6%&1.8% | i | 27.7%[9.22 µM] | 4.6%&0.2% | i
COc1cccc(/C=C2\N=C(c3cncc(Br)c3)OC2=O)c1 | 25.7% | 4.6% | / | 23.3% | 0.5% | -3.4% | 0.8% | -0.7% | i
Cc1cccc2sc(NC(=O)c3cccn(Cc4ccccc4)c3=O)nc12 | 1.7% | / | 2.6% | 4.4% | / | -20.7% | -4.9% | 16.4% | /
COC(=O)C1=C(c2ccc(F)cc2OCc2ccccc2)C[C@@H]2CC[C@H]1N2C(=O)NCc1cc(C)oc1C(F)(F)F | 0.1% | -1.9% | 37.7% | ? | 0.2% | i | -7.1% | -8.5% | i
COc1ccccc1/C=N/N=C(/N)N[N+](=O)[O-] | -11.7% | 4.7% | / | 5.7% | 1.2% | -9.4% | -7.5% | -0.5% | i

Pulled by structure from the list above:
SMILES | HEK293 tox | aSyn rescue | FUS suppressor | GLP1R inv ag | MmCpn inh | PTHR1 agonist | Abeta rescue | TDP-43 yeast inh | Akt phos inh
COC(=O)C1=C(c2ccc3ccccc3c2)C[C@@H]2CC[C@H]1N2C(=O)NCCNC(C)=O | -11.8% | -1.4% | 4.0% | 1.3% | 1.3% | i | -3.1% | 10.8% | i
Cc1ccc(-n2c(/C=C/c3ccccc3)nc3ccccc3c2=O)cc1C | -8.4% | / | 10.7% | ? | / | -82.3%[inhibitor] | 11.6% | 23.4% | /
COc1cccc(/C=C2\N=C(c3cncc(Br)c3)OC2=O)c1 | 25.7% | 4.6% | / | 23.3% | 0.5% | -3.4% | 0.8% | -0.7% | i
